GPR55 activation: GPR55 agonists via beta-arrestin recruitment, primary screen, imaging, U2OS cells, beta-arrestin-GFP redistribution (AID 1961); U2OS GPR55 beta-arrestin-GFP redistribution imaging; higher % means a stronger effect; one-dose activation, % at 10 µM; EC50 in µM for titrated hits; actives 0.048% (n = 290,000);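 active = activation above 40% with more than 50 cells counted in the well; inconclusive = wells holding fewer than 50 cells, flagged as toxic or sparse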;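 note: U2OS osteosarcoma cells stably expressing GPR55 and beta-arrestin-GFP; plate controls were DMSO negative control for no effect and LPI positive control for full effect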
AID2073: disruptors of CaV2.2 binding to Mint1 – biochemical, HTRF (AID 2073) | HTRF protein-protein interaction, Mint1-CaV2.2; higher % means a stronger effect | inhibition, % at 20 µM, or IC50 in µM where a hit was titrated | actives 0.19% (n = 290,000); in the data active = inhibition mostly above about 51%, no sharp cut-off; inconclusive = no clear call, values can overlap the other calls; inactive = mostly below about 53%; note: some results filed as inactive read as strong as hits
GPR55 LPI antagonism: GPR55 antagonists blocking LPI-driven arrestin recruitment, primary screen, imaging, U2OS, beta-arrestin-GFP, LPI agonist (AID 2013); U2OS GPR55 beta-arrestin-GFP translocation imaging, LPI antagonism; higher % means a stronger effect; inhibition, % at 10 µM, or IC50 in µM where a hit was titrated; actives 0.13% (n = 290,000);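 active = spots per cell inhibited over 60%, with over 100 cells counted and total cytoplasm intensity under 500,000; inconclusive = wells with under 100 cells, flagged as likely toxic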;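 note: U2OS cells stably carrying GPR55 and arrestin-GFP stimulated by 5 µM LPI near EC80; imaged beta-arrestin-GFP aggregate spots per cell after agonist stimulation; plate controls were LPI-stimulated DMSO wells for no effect and DMSO wells without LPI for full effect; some results filed as inactive read as strong as hits; confirmed hits need IC50 under 10 µM and bright autofluorescent wells are also inconclusive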
GPR35 antagonists: inhibition of zaprinast-stimulated GPR35 beta-arrestin translocation – imaging, U2OS, beta-arrestin-GFP, zaprinast agonist, primary screen (AID 2058); actives 0.052% (n = 290,000); one-dose inhibition, % at 10 µM; IC50 in µM for titrated hits; U2OS GPR35 beta-arrestin-GFP translocation imaging, zaprinast antagonism; higher % means a stronger effect;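 active = inhibition of at least 50% with at least 30 cells and total cytoplasm GFP at most 10,000,000; inconclusive = under 30 cells or total GFP of 10,000,000 plus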
NOD1 inhibition: NOD1 signaling inhibitors, primary screen, cell-based, luminescence, uHTS (AID 1578) | NOD1-driven NF-kB luciferase reporter cells, luminescence; higher % means a stronger effect | one-dose inhibition, % at 4 µM; EC50 in µM for titrated hits | actives 1% (n = 290,000); in the data active = inhibition mostly above about 36%, no sharp cut-off; inactive = mostly below about 34%;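 note: HEK-293T reporter cells stimulated with the NOD1 agonist gamma-tri-DAP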
KOR beta-arrestin-1: KOR agonists, beta-arrestin recruitment, primary screen, cell-based, luminescence, uHTS (AID 1777); KOR beta-arrestin recruitment, luminescence; higher % means a stronger effect; activation, % at 10 µM; hits with a dose series show EC50 in µM; actives 0.02% (n = 280,000); in the data active = activation above about 50%, passing the limit was not always enough; note: a part of the inactive calls stands beside numbers as strong as those of hits
HIV peptide binding: inhibitors of HIV fusion peptide binding, primary screen, biochemical, uHTS, fluorescence dequenching (AID 1986); cell-free peptide binding, fluorescence dequenching, 30 min; higher % means a stronger effect; inhibition, % at 20 µM; hits with a dose series show IC50 in µM; actives 0.3% (n = 290,000); in the data active = inhibition mostly above about 52%, no sharp cut-off; inactive = mostly below about 76%; note: some results filed as inactive read as strong as hits
KOR beta-arrestin-2: kappa opioid receptor blockers – cell-based, luminescence, uHTS (AID 1778). KOR beta-arrestin recruitment, luminescence, antagonist mode; higher % means a stronger effect. inhibition, % at 10 µM, or IC50 in µM where a hit was titrated. actives 0.091% (n = 290,000); in the data active = inhibition above about 50%; note: strong numbers were not always called active
Siah-1 displacement: blockers of Siah-1 interaction with plectin peptide – biochemical, fluorescence polarization, rhodamine-plectin, uHTS, primary screen (AID 1817); Siah-1 / rhodamine-plectin peptide fluorescence polarization; higher % means a stronger effect; displacement, % at 20 µM, or IC50 in µM where a hit was titrated; actives 0.02% (n = 290,000);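 active = displacement of at least 50% at 20 µM, with a fluorescence ratio check between 0.3 and a set limit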;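 note: plate controls were Siah plus tracer with DMSO for no effect and tracer alone without Siah for full effect; strong numbers were not always called active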
The depositor's hits bear a star; [ ] = remark or other dose. The list is partial. The share of hits here may be higher or lower than overall.

`CC1CN(c2cc(=O)n(-c3ccccc3)c(=O)[nH]2)CC(C)O1` (configuration not stated) gave GPR55 activation -0.1%, AID2073 14.9%, GPR55 LPI antagonism 10.1%, GPR35 antagonists -8.5%, NOD1 inhibition -18.6%, KOR beta-arrestin-1 -1.0%, HIV peptide binding 1.2%, KOR beta-arrestin-2 -16.9% and Siah-1 displacement 4.1%.
Screening COC(=O)C(NC(C)=O)(Nc1ccc(Br)cc1)C(=O)OC returned GPR55 activation -0.1%, AID2073 8.1%, GPR55 LPI antagonism -9.2%, GPR35 antagonists -3.3%, NOD1 inhibition -42.8%, KOR beta-arrestin-1 5.0%, HIV peptide binding 2.4%, KOR beta-arrestin-2 -8.9% and Siah-1 displacement 3.3%.
Screening CCn1c(SCC(=O)Nc2nnc(C)s2)nnc1C(C)NC(=O)c1ccccc1F (configuration not stated) returned GPR55 activation -0.2%, AID2073 -9.8%, GPR55 LPI antagonism -1.7%, GPR35 antagonists 24.9%, NOD1 inhibition -4.0%, KOR beta-arrestin-1 0.1%, HIV peptide binding 1.4%, KOR beta-arrestin-2 -0.6% and Siah-1 displacement -2.3%.
For O=C(Cn1cnc2sc3c(c2c1=O)CCCC3)NCC(=O)Nc1ccc(F)cc1F the results were GPR55 activation -0.1%, AID2073 18.1%, GPR55 LPI antagonism -0.9%, GPR35 antagonists 7.6%, NOD1 inhibition -14.3%, KOR beta-arrestin-1 -2.5%, HIV peptide binding 0.2%, KOR beta-arrestin-2 6.6% and Siah-1 displacement -3.9%.
`O=C(Nc1cccc(C(=O)O)c1)/C(=C\c1ccccc1Cl)NC(=O)c1ccco1` gave GPR55 activation -0.2%, AID2073 10.0%, GPR55 LPI antagonism -7.4%, GPR35 antagonists -3.8%, NOD1 inhibition -7.9%, KOR beta-arrestin-1 -2.6%, HIV peptide binding 1.1%, KOR beta-arrestin-2 1.5% and Siah-1 displacement -5.7%.
Screening Cc1csc(-c2cnn(-c3ccccc3)c2NC(=O)c2ccccc2)n1 returned GPR55 activation -0.1%, AID2073 -3.2%, GPR55 LPI antagonism 1.6%, GPR35 antagonists -17.5%, NOD1 inhibition -13.5%, KOR beta-arrestin-1 -0.3%, HIV peptide binding -0.5%, KOR beta-arrestin-2 18.7% and Siah-1 displacement 2.7%.
Cc1onc(-c2ccccc2)c1-c1csc(N/N=C/c2ccccc2)n1 was read as GPR55 activation -0.2%, AID2073 -0.1%, GPR55 LPI antagonism -1.4%, GPR35 antagonists 8.8%, NOD1 inhibition 0.4%, HIV peptide binding -1.5%, KOR beta-arrestin-2 -9.2% and Siah-1 displacement 0.1%.
For COc1ccc(-c2cc(C(=O)N3CCOCC3)no2)cc1 the results were GPR55 activation -0.1%, AID2073 13.2%, GPR55 LPI antagonism -15.4%, GPR35 antagonists 1.8%, NOD1 inhibition -15.1%, KOR beta-arrestin-1 -0.2%, HIV peptide binding -0.6%, KOR beta-arrestin-2 -21.5% and Siah-1 displacement -5.7%.
`Cc1cc(C)c(NC(=S)NC(NC(=O)c2ccccc2)C(Cl)(Cl)Cl)c(C)c1` (configuration not stated) gave GPR55 activation -0.4%, AID2073 -17.8%, GPR55 LPI antagonism 4.7%, GPR35 antagonists -8.4%, NOD1 inhibition 14.3%, KOR beta-arrestin-1 -1.7%, HIV peptide binding 4.6%, KOR beta-arrestin-2 45.1% and Siah-1 displacement 12.2%.
For COc1ccc(N/C(=N\c2nc(C)cc(C)n2)NC(=O)C(C)C)cc1OC the results were GPR55 activation -0.3%, AID2073 0.5%, GPR55 LPI antagonism 11.7%, GPR35 antagonists 4.7%, NOD1 inhibition 5.7%, KOR beta-arrestin-1 -5.5%, HIV peptide binding 1.4%, KOR beta-arrestin-2 4.1% and Siah-1 displacement -0.4%.
CCOc1ccc(NC(=O)Cc2ccc(NC3=NC4CS(=O)(=O)CC4S3)cc2)cc1 (configuration not stated) was read as GPR55 activation -0.1%, AID2073 -3.2%, GPR55 LPI antagonism 4.3%, GPR35 antagonists 4.1%, NOD1 inhibition 12.5%, KOR beta-arrestin-1 -2.4%, HIV peptide binding 0.1%, KOR beta-arrestin-2 -6.2%[20 µM] and Siah-1 displacement 15.9%.
CC(C)(C)c1csc(NC(=O)CSC2=NCCS2)n1 was read as GPR55 activation 0.5%, AID2073 3.9%, GPR55 LPI antagonism -4.5%, GPR35 antagonists -4.4%, NOD1 inhibition -1.5%, KOR beta-arrestin-1 -0.8%, HIV peptide binding -1.4%, KOR beta-arrestin-2 -1.8% and Siah-1 displacement -2.8%.
O=C(Nc1ccc(Br)cc1)c1cccc2c1C(=O)N(C1CCCCC1)C2 was read as GPR55 activation 0.9%, AID2073 19.2%, GPR55 LPI antagonism 6.3%, GPR35 antagonists -11.8%, NOD1 inhibition -0.4%, KOR beta-arrestin-1 0.0%, HIV peptide binding -0.3%, KOR beta-arrestin-2 18.0% and Siah-1 displacement -2.1%.
O=C(O)c1cccc(Nc2ccc3nonc3c2[N+](=O)[O-])c1 was read as GPR55 activation -0.2%, AID2073 6.2%, GPR55 LPI antagonism -2.9%, GPR35 antagonists 11.4%, NOD1 inhibition -36.5%, KOR beta-arrestin-1 -2.9%, HIV peptide binding -2.4%, KOR beta-arrestin-2 6.7% and Siah-1 displacement 2.3%.
For COC(=O)N/N=C/c1cc(N=Nc2ccccc2)ccc1O the results were GPR55 activation -0.2%, AID2073 23.6%, GPR55 LPI antagonism -2.8%, GPR35 antagonists 0.8%, NOD1 inhibition -3.7%, KOR beta-arrestin-1 0.7%, HIV peptide binding -1.3%, KOR beta-arrestin-2 -20.6% and Siah-1 displacement -0.6%.
O=C(OCC(=O)N1CCOCC1)c1ccccc1SCC(=O)N1CCCC1 was read as GPR55 activation -0.2%, AID2073 -6.1%, GPR55 LPI antagonism 4.9%, GPR35 antagonists -2.9%, NOD1 inhibition -21.5%, KOR beta-arrestin-1 1.0%, HIV peptide binding 26.7%, KOR beta-arrestin-2 8.2% and Siah-1 displacement 1.7%.
For COc1ccccc1C(=O)NCC(=O)N/N=C/c1cc(Br)ccc1OC(=O)/C=C\c1ccco1 the results were GPR55 activation 0.7%, AID2073 35.4%, GPR55 LPI antagonism -0.6%, GPR35 antagonists -0.3%, NOD1 inhibition -15.9%, KOR beta-arrestin-1 -2.5%, HIV peptide binding 38.8%, KOR beta-arrestin-2 9.8% and Siah-1 displacement 16.0%.
O=c1[nH]c2cc3c(cc2cc1CN(CCCO)Cc1nnnn1Cc1ccc(F)cc1)OCO3 was read as GPR55 activation 0.3%, AID2073 -0.6%, GPR55 LPI antagonism 24.8%, GPR35 antagonists 9.8%, NOD1 inhibition -1.9%, KOR beta-arrestin-1 -1.3%, HIV peptide binding 1.7%, KOR beta-arrestin-2 12.3% and Siah-1 displacement 0.8%.
`Cc1cccc(NC(=O)C2CCN(S(=O)(=O)c3c(C)nn(C)c3C)CC2)n1` gave GPR55 activation 1.0%, AID2073 1.0%, GPR55 LPI antagonism 8.5%, GPR35 antagonists 16.6%, NOD1 inhibition -8.7%, KOR beta-arrestin-1 -0.7%, HIV peptide binding 1.2%, KOR beta-arrestin-2 -23.6% and Siah-1 displacement 5.1%.
Cc1cc(C)c(C)c(S(=O)(=O)N(C)C2CCN(C)CC2)c1C was read as GPR55 activation 0.0%, AID2073 3.2%, GPR55 LPI antagonism -8.9%, GPR35 antagonists -1.3%, NOD1 inhibition -10.3%, KOR beta-arrestin-1 2.5%, HIV peptide binding 1.4%, KOR beta-arrestin-2 -15.2% and Siah-1 displacement 4.1%.
Screening C/C(=N\Nc1ccc(Cl)c(C(=O)O)c1)c1ccc2c(c1)OCO2 returned GPR55 activation 0.2%, AID2073 -6.5%, GPR55 LPI antagonism 6.5%, GPR35 antagonists 26.5%, NOD1 inhibition -36.2%, KOR beta-arrestin-1 -5.3%, HIV peptide binding 6.7%, KOR beta-arrestin-2 -5.2% and Siah-1 displacement -0.5%.
Screening CC1CC2=C(NC(=S)NC2c2ccccc2F)/C(=C/c2ccccc2F)C1 (configuration not stated) returned GPR55 activation 0.2%, AID2073 2.3%, GPR55 LPI antagonism -2.3%, GPR35 antagonists -7.0%, NOD1 inhibition 40.2%, KOR beta-arrestin-1 -4.5%, HIV peptide binding 1.0%, KOR beta-arrestin-2 -13.3% and Siah-1 displacement -1.3%.
`CCCCOc1ccc(-c2c(C(=O)Nc3ccccc3)c(C)[nH]c(=S)c2C#N)cc1` gave GPR55 activation 0.0%, AID2073 inconclusive, GPR55 LPI antagonism 5.0%, GPR35 antagonists -4.0%, NOD1 inhibition -9.8%, KOR beta-arrestin-1 -2.5%, HIV peptide binding 5.7%, KOR beta-arrestin-2 0.6% and Siah-1 displacement -0.6%.
For CCOc1ccc(-n2c(N)c(-c3nc4ccccc4[nH]3)sc2=S)cc1 the results were GPR55 activation -0.1%, AID2073 -6.2%, GPR55 LPI antagonism 20.8%, GPR35 antagonists -4.6%, NOD1 inhibition -2.7%, KOR beta-arrestin-1 -3.0%, HIV peptide binding -1.5%, KOR beta-arrestin-2 -25.2% and Siah-1 displacement 0.8%.
For Cc1ccc(CNC(=O)C2CCCN2S(=O)(=O)c2ccc(F)cc2)cc1 (configuration not stated) the results were GPR55 activation -0.2%, AID2073 -4.7%, GPR55 LPI antagonism -22.9%, GPR35 antagonists 4.4%, NOD1 inhibition -3.9%, KOR beta-arrestin-1 2.7%, HIV peptide binding -0.1%, KOR beta-arrestin-2 4.0% and Siah-1 displacement -5.4%.
`CCC(=O)Nc1nonc1-c1nc2ccccc2n1N(C(=O)CC)C(=O)CC` gave GPR55 activation -0.1%, AID2073 11.3%, GPR55 LPI antagonism -3.5%, GPR35 antagonists 12.8%, NOD1 inhibition 18.2%, KOR beta-arrestin-1 1.7%, HIV peptide binding 2.7%, KOR beta-arrestin-2 7.0% and Siah-1 displacement -6.4%.
For CCN(CC)CCN(C(=O)c1cccc(N2C(=O)CCC2=O)c1)c1nc2cc3c(cc2s1)OCO3 the results were GPR55 activation -0.2%, AID2073 6.8%, GPR55 LPI antagonism 6.6%, GPR35 antagonists -21.6%, NOD1 inhibition -24.1%, KOR beta-arrestin-1 -4.9%, HIV peptide binding 1.7%, KOR beta-arrestin-2 0.0% and Siah-1 displacement 12.8%.
Screening COc1cccc(NC(=O)Nc2ccc3c(c2)OCO3)c1 returned GPR55 activation 0.0%, AID2073 1.0%, GPR55 LPI antagonism 8.7%, GPR35 antagonists 3.2%, NOD1 inhibition -75.6%, KOR beta-arrestin-1 0.2%, HIV peptide binding -1.4%, KOR beta-arrestin-2 -5.3% and Siah-1 displacement 0.1%.
`OCCC1CN(Cc2cccn2-c2nccs2)CCN1Cc1ccc(F)c(F)c1` (configuration not stated) gave GPR55 activation 0.8%, AID2073 11.8%, GPR55 LPI antagonism 14.4%, GPR35 antagonists -0.7%, NOD1 inhibition -23.8%, KOR beta-arrestin-1 2.3%, HIV peptide binding 1.1%, KOR beta-arrestin-2 1.0% and Siah-1 displacement 7.1%.

Screens (PubChem BioAssay)
